Compound activity: PubChem BioAssay, National Center for Advancing Translational Sciences (NCATS)
IMPase Li cell: qHTS Assay for Identifying the Cell-Membrane Permeable IMPase Inhibitors: Potentiation with Lithium. CHO-M1 cells, IP1 TR-FRET (IP-One), carbachol + lithium. Potency, µM (top dose mostly 59.4 µM), for the others: at the highest dose activity, negative = IMPase inhibition, hits mostly inhibitors. 210,000 compounds, 0.35% hits. AID 1457, 2008;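 also: IP1 builds up when IMPase is blocked and the TR-FRET signal falls; potency is read from the fitted curve at half-maximal effect; plate controls were basal vehicle for no effect and high inhibitor control for full effect; nearly all actives have a fitted effect of over 50% in size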
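Steps: plate 2000 CHO-M1 cells per well and culture 16–30 h; add compound and lithium; incubate 30 min, 37C; add d2-IP1 tracer and Eu cryptate anti-IP1 antibody in lysis buffer; read after 10 min at room temperature.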
LMNA splice mod: qHTS Assay for Modulators of Lamin A Splicing; HeLa LMNA splicing GFP/RFP minigene ratio, 48 h; Potency, µM (series often up to 46.1 µM), for the others: at the highest dose ratio change, negative = inhibition, usual class: inhibitors; 200,000 compounds, 0.01% hits; active = well fitted inhibition curve with a large enough effect in the signal ratio, with a control signal flat, not every such curve was filed as active; inconclusive = small, poorly fitted or top-dose-only effect, or effect the other way, or a change in a side signal; the % refers to the signal ratio; also: potency is read from the fitted curve at half-maximal effect; % is scaled to controls: 0 for no effect and ±100 for the full control effect
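S3 HeLa stable clones carrying a lamin A-EGFP splicing minigene plus DsRed2 were seeded at 600 cells/well in Opti-MEM with 2% FBS, pin-dosed and incubated 48 h at 37°C. Acumen cytometry (488 nm) gave the GFP/RFP total-intensity ratio.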
CBFb-RUNX1 inh: qHTS Assay for Compounds Blocking the Interaction Between CBF-beta and RUNX1 for the Treatment of Acute Myeloid Leukemia; Runt-related transcription factor 1 (Homo sapiens) + Core-binding factor subunit beta …; AlphaScreen CBFb-His/RUNX1-biotin binding, biochemical; Potency, µM (top dose mostly 59.8 µM), without a hit: top-dose activity, negative = inhibition, actives largely listed as inhibitors; 230,000 tested, under 10 active; AID 1477, 2009; also: % of control where 0% means no effect
Target sequence (Q01196 whole entry, looked up): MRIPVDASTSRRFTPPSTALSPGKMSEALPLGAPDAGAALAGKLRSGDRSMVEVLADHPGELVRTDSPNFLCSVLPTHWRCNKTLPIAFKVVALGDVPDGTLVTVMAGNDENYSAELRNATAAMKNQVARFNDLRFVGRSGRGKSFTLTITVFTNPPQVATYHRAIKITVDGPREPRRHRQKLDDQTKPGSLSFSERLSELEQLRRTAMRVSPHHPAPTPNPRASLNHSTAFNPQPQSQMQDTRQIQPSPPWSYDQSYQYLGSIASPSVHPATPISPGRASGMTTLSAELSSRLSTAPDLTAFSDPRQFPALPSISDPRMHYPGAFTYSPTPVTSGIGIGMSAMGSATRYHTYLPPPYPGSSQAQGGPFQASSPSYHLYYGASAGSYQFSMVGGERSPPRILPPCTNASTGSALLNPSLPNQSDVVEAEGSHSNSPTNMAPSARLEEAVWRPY
Target sequence (Q13951 whole entry, looked up): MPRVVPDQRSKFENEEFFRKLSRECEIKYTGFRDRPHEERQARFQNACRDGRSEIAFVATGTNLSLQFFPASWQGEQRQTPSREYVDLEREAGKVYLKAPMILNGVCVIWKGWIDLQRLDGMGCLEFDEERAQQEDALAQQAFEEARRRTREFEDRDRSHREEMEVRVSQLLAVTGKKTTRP
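CBF-beta (His) and RUNX1 (biotin), 30 nM each; 20 min preassociation; + compound, 15 min; + beads 50 ng each (Ni, streptavidin), 90 min; RT; AlphaScreen read.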
HttQ103 aggreg: qHTS Multiplex Assay to Identify Dual Action Probes in a Cell Model of Huntington: Aggregate Formation (GFP); 220,000 compounds, 1.1% hits; Potency, µM (highest dose often 46.1 µM), inactives show at the top dose activity change, negative = inhibition, hits mostly inhibitors; AID 1688, 2009; PC12 HttQ103-GFP aggregates, Acumen cytometry, 40 h; also: potency is read from the fitted curve at half-maximal effect; % is scaled to controls: 0 for no effect and ±100 for the full control effect; nearly all actives have a fitted effect of over 60% in size
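PC12 cells stably carrying ecdysone-inducible HTT exon 1 Q103–GFP were induced with tebufenozide (100 nM final) and treated with library compounds in titration. GFP aggregates in lysates were counted by laser scanning cytometry.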
KinaseGlo FLuc: Counterscreen for Luciferase (Kinase-Glo TM) Inhibition; Kinase-Glo luciferase, ATP luminescence, 8 min; 200,000 compounds, 0.28% hits; Potency, µM (series often up to 38.3 µM), for inactives: at the highest dose activity change, negative = inhibition, hits mostly inhibitors; Luciferin 4-monooxygenase (Photuris pensylvanica), Q27757; also: potency is read from the fitted curve at half-maximal effect; % is scaled to controls: 0 for no effect and ±100 for the full control effect; nearly all actives have a fitted effect of over 60% in size
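Light output from Kinase-Glo luciferase with luciferin and 10 uM ATP in 50 mM imidazole pH 7.2, KCl, MgCl2, Tween 20, BSA; compound pin-delivered, 8-min ambient incubation, then luminescence read.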
Epigenetic derep: Quantitative High-Throughput Screen for Regulators of Epigenetic Control; murine LDR cells, GFP reporter derepression, 30 h; Potency, µM (highest dose often 53.9 µM), for inactives: at the highest dose GFP activation, most hits filed as activators; 280,000 compounds, 0.2% hits; also: potency is read from the fitted curve at half-maximal effect; % of control where 0% means no effect; nearly all actives have a fitted effect of over 60% in size
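Derepression of a silenced CMV-GFP reporter in murine LDR cells is scored by enumerating GFP-positive cells with a laser-scanning microplate cytometer after 30 hours of treatment at 37 C.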
NPSR antag: qHTS Assay for Antagonists of the Neuropeptide S Receptor: cAMP Signal Transduction; Q6W5P4; Potency, µM (top dose mostly 38.3 µM), for inactives: at the top dose activity change, negative = inhibition, usual class: inhibitors; CHO-NPSR cells, cAMP TR-FRET, antagonist mode; 220,000 compounds, 1% hits; also: potency is read from the fitted curve at half-maximal effect; % is scaled to controls: 0 for no effect and ±100 for the full control effect; nearly all actives have a fitted effect of over 50% in size; many of its hits are not listed in these tables
Target sequence (Q6W5P4 whole entry, looked up): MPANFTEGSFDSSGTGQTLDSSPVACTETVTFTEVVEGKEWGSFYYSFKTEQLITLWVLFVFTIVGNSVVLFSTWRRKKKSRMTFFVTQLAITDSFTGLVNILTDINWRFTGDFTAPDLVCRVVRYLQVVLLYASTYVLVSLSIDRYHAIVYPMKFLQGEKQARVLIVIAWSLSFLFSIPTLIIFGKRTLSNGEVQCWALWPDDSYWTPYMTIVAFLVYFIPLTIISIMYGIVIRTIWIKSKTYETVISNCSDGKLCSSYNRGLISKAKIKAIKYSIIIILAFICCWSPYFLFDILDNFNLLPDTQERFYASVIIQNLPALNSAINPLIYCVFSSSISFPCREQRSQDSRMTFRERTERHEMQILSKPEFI
* marks the source's active call; other numbers are inactive results; u = inconclusive; x = not tested or not shown; & = joins results of further samples; [ ] = remark or other dose. Unless noted, calls follow the shape of the dose curve; as a rule, active = well fitted curve in the direction sought with a large enough effect; inconclusive = small, poorly fitted or top-dose-only effect, or another doubt; inactive = no such curve, though single readings can be large; an effect the other way counts as inactive or inconclusive. The list is partial (hit frequency here may not be typical).

SMILES | IMPase Li cell | LMNA splice mod | CBFb-RUNX1 inh | HttQ103 aggreg | KinaseGlo FLuc | Epigenetic derep | NPSR antag
CC(=O)Nc1ccc(S(=O)(=O)NCCSCc2ccc(Cl)cc2Cl)cc1 | -18%[38.3 µM] | -15% | -3% | u | 0% | -1.1% | -15%[46.1 µM]
COc1cc(C(=O)NCC(=O)N/N=C/c2c(C)[nH]c3ccccc23)cc(OC)c1OC | x | x | -3% | 2%[9.22 µM] | x | 0.1% | 39%
FC(F)C(F)(F)c1cc(-c2ccccc2)n[nH]1 | x | x | 10% | 3%[9.22 µM] | x | 0.1% | 7%
CN1C=CC(=CC=C2C=CC(=O)C=C2)C=C1 | x | x | 11% | -9%[9.22 µM] | x | 0.5% | 46%
COc1ccc(-c2nnc3ccc(SCC(=O)NCc4ccco4)nn23)cc1OC | 9%[38.3 µM] | -5% | -6% | -7% | -3% | 1.5% | u
CCn1nc(C)cc1C(=O)Sc1cccc(Cl)c1 | x | x | 10% | -14%[9.22 µM] | x | u | -17%
NS(=O)(=O)c1ccc(CCNC(=O)c2cccnc2)cc1 | 1% | -2% | -3% | -4% | -3% | -0.8% | 16%[46.1 µM]
Cc1nc(NCc2ccco2)c(C#N)c2c1COC(C)(C)C2 | -4%[38.3 µM] | 21% | -4% | 3% | 2% | -1.1% | -30%[46.1 µM]
Cc1ccc(CN(C(=O)c2c(F)cccc2F)C2CC(C)(C)NC(C)(C)C2)o1 | -4%[38.3 µM] | 4% | 1% | -8% | -4% | -1.0% | 4%[46.1 µM]
S=c1[nH]nc(-c2ccc3ccccc3n2)n1-c1ccc2ncccc2c1 | -3% | 6% | -15% | 14% | 0% | -1.9% | -15%
CC1Cc2ccccc2N1C(=O)CCS(=O)(=O)c1cccs1 (configuration not stated) | -9%[38.3 µM] | -5% | 4% | 9% | 5% | 10% | -10%[46.1 µM]
O=c1c2ccccc2nnn1CSc1ccc2c(c1)OCCO2 | -6%[38.3 µM] | -12% | -1% | -9% | -6% | -0.3% | -11%[46.1 µM]
COC(=O)c1sccc1NC(=O)Cn1cnc2c1c(=O)n(C)c(=O)n2C | 21%[38.3 µM] | 11% | 4% | -27% | 2% | -1.1% | 3%[46.1 µM]
CCC(C)NC(=O)C1CCN(S(=O)(=O)N2CCOCC2)CC1 (configuration not stated) | -1% | 6%[46 µM] | -1% | 1% | 1% | -4.2% | 35%
O=C(NCC(c1cccnc1)N1CCN(c2ccc(F)cc2)CC1)c1ccco1 (configuration not stated) | 5% | x | 3% | 3%[9.22 µM] | x | 0.0% | -22%
Cc1sc2ncnc(NCCCN3CCCC3=O)c2c1C | 22% | -4%[46 µM] | 3% | 25% | 3% | 8.5% | 4%
CCCCC/C=C\C/C=C\CCCCCCCC(=O)NCCc1ccc(O)c(O)c1 | 7% | x | 7% | x | -2% | u | x
O=C(CCN1C(=O)C2CCCCC2C1=O)Nc1nc(-c2ccc(F)c(F)c2)cs1 (configuration not stated) | 10% | x | 5% | -10% | -1% | -1.4% | -5%
O=C(Cc1ccc(F)cc1)Nc1cccc(-c2ccc3nncn3n2)c1 | -3% | 14%[46 µM] | -5% | -22% | 7% | 1.5% | -2%
c1ccc2c(c1)Cn1nc(Cc3nc4c(s3)CCCC4)nc1-2 | -13%[38.3 µM] | 3% | 2% | 16% | -6% | -0.7% | 0%[46.1 µM]
COc1ccc(C(=O)CSc2nnc(-c3ccco3)c(-c3ccco3)n2)cc1 | 12% | 29%[46 µM] | x | x | 1% | 2.2% | -17%
Cc1cccc(NC(=O)Nc2nnc(N3CCCCC3C)s2)c1C (configuration not stated) | 0%[38.3 µM] | 0% | 8% | 10% | -1% | -4.1% | -4%[46.1 µM]
Cc1nn(-c2ccccc2)c(Cl)c1/C=N/NC(=O)c1ccccc1F | x | x | -2% | -20%[9.22 µM] | x | -1.8% | -35%
CC/C(=C/c1sc2ccc(C)cc2[n+]1CCCS(=O)(=O)[O-])SC | -2% | 6%[46 µM] | 4% | -1% | 0% | -0.3% | 26%
O=S(=O)(Nc1ccc(Br)cn1)c1cccs1 | 4% | 17%[46 µM] | 4% | -9%[9.22 µM] | 1% | 1.1% | -1%
Cn1nc(-c2ccc(N3CCOCC3)c(NS(=O)(=O)c3ccc(Cl)cc3)c2)c2ccccc2c1=O | 2%[38.3 µM] | u | -3% | 22% | -2% | -2.0% | -23%[46.1 µM]
Cc1ccc(S(=O)(=O)N2CCC(=O)N(CCOC(=O)Nc3ccc(F)cc3)CC2)cc1 | 3% | u | 4%[2.36 µM] | -7% | 0% | -1.2% | 8%
N#Cc1c(N)nc2c(c1-c1ccc(F)cc1)CCC2 | x | x | 5% | 1%[9.22 µM] | x | -2.2% | 0%
O=C(O)c1cccc(NC(=S)N/N=C/c2cccc(O)c2)c1 | -16% | -9%[46 µM] | u | 11% | -3% | -4.0% | 15%
O=C(COC(=O)c1ccc([N+](=O)[O-])s1)Nc1ncc(C(F)(F)F)cc1Cl | -2% | 2% | -7% | -1% | -1% | 0.0% | 2%
COC(=O)C(NNc1ccc(F)cc1)(NC(=O)c1ccccc1)C(F)(F)F (configuration not stated) | 1% | u | -4% | 7% | -1% | 0.0% | -2%
Cc1nc(-c2ccccc2)nc2[nH]c(-c3ccccc3)cc(=O)c12 | -30%[38.3 µM] | u | -5% | 16% | -1% | -1.4% | u
NNC(=O)c1cc2ccccc2cc1O | -4% | -3% | -4% | -17% | 1% | 1.3% | -11%[46.1 µM]
COc1ccc(S(=O)(=O)N2CCCC2C(=O)Nc2ccc(C(C)=O)cc2)cc1 (configuration not stated) | 22%[38.3 µM] | -10% | 8% | -16% | 1% | 0.0% | -11%[46.1 µM]
CCNCc1cc(Br)c(OCC(=O)Nc2ccccc2)c(OC)c1 | 8% | -4% | 5% | -2% | -1% | -1.2% | 3%[46.1 µM]
CCOC(=O)CSc1nc2c(c(=O)n1-c1ccc(OC)cc1)SCC2 | 13%[38.3 µM] | 0% | 2% | 3% | -1% | 0.0% | -3%[46.1 µM]
CC1(C)CC(=O)C(C=NCCN2CCN(C3CC(=O)N(c4ccc(Br)cc4)C3=O)CC2)=C(O)C1 (configuration not stated) | -5% | 20%[46 µM] | 1% | 10%[9.22 µM] | 1% | 4.6% | -19%
S=C(c1ccc2c(c1)OCO2)N1CCOCC1 | x | x | 8% | 2%[9.22 µM] | x | -2.7% | 0%
Cn1c(=O)cc(SCC(=O)N2CCCC2)c2ccc(Cl)cc21 | -22%[38.3 µM] | -10% | -1% | -3% | -2% | -1.1% | u
CN1CCC(N(C)C(=S)NC(=O)c2cc(-c3cccc(Br)c3)nc3ccccc23)CC1 | 6% | 1%[46 µM] | -3% | 19% | -3% | 2.4% | -34%

Entries above that contain a CF3 group, in the order listed:
SMILES | IMPase Li cell | LMNA splice mod | CBFb-RUNX1 inh | HttQ103 aggreg | KinaseGlo FLuc | Epigenetic derep | NPSR antag
O=C(COC(=O)c1ccc([N+](=O)[O-])s1)Nc1ncc(C(F)(F)F)cc1Cl | -2% | 2% | -7% | -1% | -1% | 0.0% | 2%
COC(=O)C(NNc1ccc(F)cc1)(NC(=O)c1ccccc1)C(F)(F)F (configuration not stated) | 1% | u | -4% | 7% | -1% | 0.0% | -2%

Following part
SMILES | IMPase Li cell | LMNA splice mod | CBFb-RUNX1 inh | HttQ103 aggreg | KinaseGlo FLuc | Epigenetic derep | NPSR antag
Cc1ccc(NC(=O)c2cccnc2)cc1S(=O)(=O)N(C)C | 8% | -24%[46 µM] | 8% | -9%[9.22 µM] | 2% | 1.1% | 15%
Cc1nc([N+](=O)[O-])c(Sc2nc3ccc([N+](=O)[O-])cc3[nH]2)n1Cc1ccccc1 | 13% | u | 3% | 2% | 9% | -0.1% | -50%
O=C(NC(=S)Nc1ccccc1N1CCCC1)c1ccc([N+](=O)[O-])cc1 | -6% | u | -8% | -2% | -1% | 2.8% | -30%
Cc1ccc(-n2cc(C(=O)c3ccccc3O)cn2)cc1 | 6%[38.3 µM] | -4% | -2% | -13% | u | 1.0% | -21%[46.1 µM]
COc1ccc(Cc2nnc(NS(=O)(=O)c3ccc(Cl)cc3)s2)cc1OC | -3% | -15%[46 µM] | 2% | 5%[9.22 µM] | 1% | -1.1% | 24%
S=C(NCc1ccc(Cl)cc1)NCc1ccccn1 | 6% | 14%[46 µM] | 2% | -19%[9.22 µM] | -1% | -2.6% | -5%
CCCCN(C)C(=O)CCC(=O)NNc1nc2ccccc2c2nc(C)nn12 | 0% | -3% | 0% | -9% | 1% | -1.1%&-0.9% | 18%
CCOC(=O)C1CCN(C(=O)CSC2=NCCS2)CC1 | 0%[38.3 µM] | 7% | 3% | 30% | 1% | -2.2% | -10%[46.1 µM]
O=C1CCCC(O)=C1N=Nc1ccc(C(=O)O)cc1 | x | 4%[46 µM] | u | 2%[9.22 µM] | x | 1.1% | 6%
C=CC(C1=CC(=O)C=CC1=O)c1ccccc1 (configuration not stated) | 9% | x | 0% | x | -1% | -0.5% | x
CCN(CC)c1ccc(C2=NNC(=O)CC2C)cc1[N+](=O)[O-] (configuration not stated) | 6% | u | -25% | 4% | 5% | -8.0% | -11%[46.1 µM]
COc1ccc(-c2cnnn2-c2ccc(NC(=O)c3ccc(S(=O)(=O)N4CCCCC4)cc3)cc2)cc1 | -12% | u | -11% | 0% | -1% | -3.0% | -11%
COc1ccc(NS(=O)(=O)c2cc(NC(=O)C3CCCO3)ccc2N2CCCC2)cc1 (configuration not stated) | 12% | u | -5% | -7% | -1% | -0.4% | -46%
COc1ccc(NC(=O)COC(=O)Cn2nnc3ccccc32)cc1 | 24% | x | 20% | 12% | -1% | 0.0% | 4%
Cc1cc(NC(=O)CSc2nnc3c(C)cc4ccccc4n23)no1 | -3%[38.3 µM] | -1% | 1% | 24% | -2% | 0.0% | -25%[46.1 µM]
N/C(=N\OC(=O)CCC1CCCCC1)c1cccnc1 | -4%[38.3 µM] | 7% | 8% | 17% | -1% | -1.1% | -13%[46.1 µM]
COC(=O)Cc1[nH]c(Cl)nc1C(N)=O | x | x | 3% | 2%[9.22 µM] | x | 0.1% | -15%
